Screening data: PubChem BioAssay, several laboratories
p97 ATPase inh: inhibitors of human p97 ATPase, primary screen, biochemical; inhibition, % at 8 µM; AID 1481, 2009; hit rate 0.42% among 220,000; Transitional endoplasmic reticulum ATPase (Homo sapiens), P55072; recombinant p97 ATPase, Kinase-Glo ATP luminescence, 3 h; in the data active = inhibition above about 15%;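 also: 0% = DMSO vehicle and 100% = wells lacking enzyme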
Runt-CBFb FRET: inhibitors of RUNX1 Runt–CBFb binding, primary screen, biochemical, FRET, Cerulean-Runt, Venus-CBFb, uHTS; Cerulean-Runt/Venus-CBFb FRET ratio 530/480, 1 h; Runt-related transcription factor 1 (Homo sapiens) + Core-binding factor subunit beta …; inhibition, % at 20 µM; AID 1496, 2009; hit rate 0.46% among 220,000;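 active = inhibition over about 50% at 20 µM in the single-dose screen, limit read from the data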;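 also: 0% = DMSO wells and 100% = excess unlabeled CBFb competitor control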
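test system = Cerulean-Runt domain fusion protein, energy donor | probe or stimulus = Venus-CBFb binding partner, 100 nM | incubation = two 1 h room-temperature incubations shielded from light | detection = fluorescence energy transfer, 422 nm excitation, 530/480 nm emission | measure = loss of energy transfer signal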
NPY-Y2 PAM-ag: NPY-Y2 potentiators or agonists, primary screen, cell-based; cells expressing NPY-Y2, potentiator/agonist read-out; hit rate 0.45% among 220,000; AID 1359, 2008; activation, % at 3.6 µM; in the data active = activation above about 27%;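 also: cells stimulated with NPY near EC25 plus isoproterenol at EC100; 0% = vehicle plus submaximal agonist and 100% = vehicle plus saturating agonist; some results beyond the cut were filed as inactive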
Runt-SMMHC FRET: inhibitors of RUNX1 Runt–CBFb-SMMHC binding, primary screen, biochemical, FRET, Cerulean-Runt, Venus-CBFb-SMMHC, uHTS | hit rate 0.74% among 220,000 | Cerulean-Runt/Venus-CBFb-SMMHC FRET ratio 530/480, 1 h | Runt-related transcription factor 1 (Homo sapiens) + Core-binding factor subunit beta … | AID 1434, 2008 | inhibition, % at 20 µM;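 active = mean inhibition across duplicate retests at 20 µM reaching about 50%, limit read from the data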;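 also: 0% = DMSO wells and 100% = wells with excess untagged CBFb-SMMHC; inhibitors lower the FRET ratio by blocking Runt binding to CBFb-SMMHC; some results filed as inactive read as strong as hits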
RBBP9 inhibitor: human RBBP9 inhibitors, primary screen, biochemical, fluorescence polarization, FP-Rh probe, HTS; Serine hydrolase RBBP9 (Homo sapiens), O75884; recombinant RBBP9; inhibition, % at 7.94 µM; hit rate 0.2% among 220,000; AID 1515, 2009;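 active = inhibition above the campaign mean of all tested compounds plus 3 SD, cut at about 14% in these data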;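 also: plate controls were DMSO wells with RBBP9 for no effect and wells lacking RBBP9 protein for full effect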
Target sequence (O75884 whole entry, looked up): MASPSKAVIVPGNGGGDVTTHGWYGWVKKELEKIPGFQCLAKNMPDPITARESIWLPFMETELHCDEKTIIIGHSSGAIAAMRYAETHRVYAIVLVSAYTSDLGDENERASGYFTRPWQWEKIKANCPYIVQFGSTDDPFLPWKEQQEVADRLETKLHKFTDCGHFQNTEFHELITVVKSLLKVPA
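Measured by – fluorescence polarization · Test system – RBBP9 protein · Input – 2.5 µM RBBP9 dispensing solution, before mixing · Measure – percent inhibition from mP, scaled between DMSO and no-protein wells · Benchmarks – DMSO-treated enzyme wells and wells lacking RBBP9 · Times – preincubation 30 min plus labeling 45 min at 25 °C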
Hck Nef HTS: inhibitors of Nef-activated human Hck kinase, primary screen, biochemical, Z-Lyte FRET, 384-well, Hck-YEEI; Tyrosine-protein kinase HCK (Homo sapiens), P08631; Recombinant Hck-YEEI plus Nef, Z-Lyte FRET kinase assay; inhibition, % at 20 µM; hit rate 0.68% among 220,000;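 active = Hck-Nef kinase inhibition above about 50%, limit read from the data; inactive = inhibition below that limit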;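 also: 0% = DMSO with Hck plus Nef and 100% = Hck alone without Nef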
Target sequence (P08631 whole entry, looked up): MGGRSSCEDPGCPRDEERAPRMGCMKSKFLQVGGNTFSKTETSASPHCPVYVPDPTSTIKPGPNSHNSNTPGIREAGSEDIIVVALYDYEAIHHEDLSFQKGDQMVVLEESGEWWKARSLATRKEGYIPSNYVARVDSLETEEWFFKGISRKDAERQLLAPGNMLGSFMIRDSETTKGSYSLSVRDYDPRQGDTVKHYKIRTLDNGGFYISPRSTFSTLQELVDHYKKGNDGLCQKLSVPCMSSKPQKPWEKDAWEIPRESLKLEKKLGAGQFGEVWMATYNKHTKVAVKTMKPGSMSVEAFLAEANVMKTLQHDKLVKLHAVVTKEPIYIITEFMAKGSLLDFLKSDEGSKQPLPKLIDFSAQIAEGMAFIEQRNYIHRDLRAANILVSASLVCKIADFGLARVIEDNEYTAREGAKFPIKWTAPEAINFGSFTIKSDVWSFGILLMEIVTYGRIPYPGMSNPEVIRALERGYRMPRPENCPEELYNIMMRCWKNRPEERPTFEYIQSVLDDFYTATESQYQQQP
MDM2 E3 inh: MDM2-luciferase reporter signal enhancers, primary screen, MDM2 E3 ligase inhibitor project, cell-based, luminescence, 1536-well; cell-based MDM2 ubiquitination luciferase reporter, 2 h; 0 = plate control, 100 = twice control, blank-subtracted; signal enhancement, % at 5 µM; hit rate 0.11% among 210,000;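 active = signal enhancement of 30% or more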;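 also: luminescence tracks abundance of the self-degrading MDM2-luciferase fusion protein; higher signal means inhibition of MDM2 E3 ligase activity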
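Test system: mammalian cells stably expressing self-ubiquitinating, self-degrading MDM2 E3–luciferase fusion; Amount: 2000 cells in each well; Medium: DMEM; Schedule: 4 h settle plus 2 h compound, 37 °C; Technique: SteadyLite luciferase luminescence after 15 min room-temperature reagent incubation; Benchmarks: plate control and blank wells.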
NPY-Y1 PAM-ag: NPY-Y1 receptor potentiators or agonists, primary screen, cell-based; AID 1304, 2008; hit rate 0.37% among 220,000; activation, % at 3.6 µM; NPY-Y1 expressing cells, potentiator/agonist activation; Neuropeptide Y receptor type 1 (Homo sapiens), P25929; in the data active = activation above about 33%, passing the limit was not always enough;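 also: cells stimulated with NPY at EC10 then isoproterenol at EC100; 0% = low agonist plus stimulus and 100% = saturating agonist plus stimulus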
Target sequence (P25929 whole entry, looked up): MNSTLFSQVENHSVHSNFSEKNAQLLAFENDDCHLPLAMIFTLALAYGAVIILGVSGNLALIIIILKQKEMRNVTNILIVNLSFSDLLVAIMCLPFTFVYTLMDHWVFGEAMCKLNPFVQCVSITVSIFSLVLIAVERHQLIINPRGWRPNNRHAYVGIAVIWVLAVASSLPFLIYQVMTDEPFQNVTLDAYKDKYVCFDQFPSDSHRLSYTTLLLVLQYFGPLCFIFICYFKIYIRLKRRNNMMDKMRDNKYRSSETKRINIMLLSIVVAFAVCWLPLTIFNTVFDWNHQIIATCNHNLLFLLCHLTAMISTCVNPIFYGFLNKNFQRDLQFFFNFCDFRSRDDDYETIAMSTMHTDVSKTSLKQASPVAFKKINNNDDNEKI
NPY Y1 blocker: NPY-Y1 receptor antagonists, primary screen, cell-based; Neuropeptide Y receptor type 1 (Homo sapiens), P25929; HEK293-CNG Y1 cells, membrane potential fluorescence; NPY at EC95, then isoproterenol; inhibition, % at 3.6 µM; hit rate 1% among 200,000;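 active = inhibition above the campaign mean inhibition of all tested compounds plus 3 SD, cut at about 20% in these data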;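 also: 0% = DMSO wells given NPY plus isoproterenol and 100% = isoproterenol alone without NPY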
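Test system: HEK293 cells co-expressing NPY Y1 receptor and cyclic-nucleotide gated channel; Also added: NPY (25 nM), isoproterenol (1 µM), Ro 20-1724 (25 µM); Compound dosing: one concentration, 3.6 µM, in 0.4% DMSO; Timing: dye 3 h, compound 60 min room temperature, stimulation 45 min; Technique: Membrane-potential fluorescent dye readout.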
Starred values were filed as active, the others as inactive; · = no result given.

SMILES	p97 ATPase inh	Runt-CBFb FRET	NPY-Y2 PAM-ag	Runt-SMMHC FRET	RBBP9 inhibitor	Hck Nef HTS	MDM2 E3 inh	NPY-Y1 PAM-ag	NPY Y1 blocker
O=C(NCC1CCCO1)c1ccc(CS(=O)(=O)Cc2ccc(F)cc2)o1 (centres undefined)	3	3	-4	-4	4	-1	-21	5	1
O=C(O)C1CC=CCC1C(=O)Nc1ccccc1C(=O)N1CCN(c2ccc(Cl)cc2)CC1 (centres undefined)	3	-2	-3	0	-8	15	-2	-2	1
CCCCC(=O)Nc1ccc(NC(=O)CC)cc1OC	3	1	-10	-5	0	0	-12	-13	-4
Cc1cccc2c1CC(C)(C)N/C2=C\C(N)=O	0	-3	-16	-1	-7	9	-10	-7	-1
CC(C)NC1=C(Cl)C(=O)c2ccccc2C1=O	-2	3	-3	-2	4	2	-14	-28	3
CC(=O)c1ccc(S(=O)(=O)N2CCCCC2C(=O)O)cc1 (centres undefined)	9	1	-1	0	6	-11	-33	0	1
O=C1C(Cl)=C(Nc2ccc(F)cc2)C(=O)N1CCc1ccccc1	5	-33	-11	-7	-5	0	-8	-6	2
O=c1cc(-c2ccccc2)[nH]n1-c1nc2ccccc2[nH]1	-2	12	8	17	-9	1	6	2	-9
C(/CCc1ccccc1)=N\Nc1nc2ccccc2[nH]1	-1	1	-5	-1	0	22	-55	-25	7
O=C(/C=C/c1ccco1)N(Cc1ccccc1)C1CCS(=O)(=O)C1 (centres undefined)	4	3	9	0	1	22	-3	-7	·
CNc1nc(Nc2ccc(Br)cc2)nc(N)c1[N+](=O)[O-]	5	-6	7	-1	-8	1	-2	22	3
CCOC(=O)C1(CC2CCCCO2)CCN(C(=O)Nc2cccc(SC)c2)CC1 (centres undefined)	0	-1	-8	3	5	26	-11	-5	3
Cc1ccc(CSCCNC(=O)/C=C/c2ccc(Cl)cc2)cc1	1	1	-10	-2	-8	0	-7	5	5
CC[n+]1ccccc1/C=C/c1ccc(N(C)C)cc1	2	-28	-2	-51	-1	20	-32	11	-1
c1ccc(CSc2ncnc3c2cnn3-c2ccccc2)cc1	-3	4	7	-1	-7	3	-7	-5	-5
O=C(CSc1cn(CCNC(=O)c2ccc3ccccc3c2)c2ccccc12)NCc1ccco1	6	-1	10	0	-4	20	-12	-3	10
C#CCNC(=O)C1=C[C@@H](c2ccccc2)C[C@@H](OCc2ccc(CO)cc2)O1	3	-2	-5	0	3	1	·	20	-4
CCCS(=O)(=O)NCCc1cc2ccc(C)cc2[nH]c1=O	-2	-1	-19	-1	-9	-6	1	-7	0
CC(OC(=O)c1cc2ccccc2cc1O)C(=O)Nc1ccc(S(N)(=O)=O)cc1 (centres undefined)	10	-1	7	-10	-10	5	-1	22	·
COc1cc2oc(-c3ccc(O)cc3)cc(=O)c2c(OC)c1O	8	44	-3	9	1	8	·	16	·
COc1ccc(NC(=O)NCCCN2CCc3ccccc3C2)cc1	3	-1	0	-5	-1	-7	-3	-13	1
CN(C)C(=O)c1ccc(NC(=O)c2ccccc2Sc2ccccc2C#N)cc1	2	0	1	-3	0	2	7	-13	0
COc1ccccc1N1CCN(C(CNS(=O)(=O)c2cc(F)ccc2F)c2cccnc2)CC1 (centres undefined)	2	-2	6	-3	2	-4	-10	-6	-3
COc1ccc(Cl)cc1C(=O)C1CCCN(Cc2cnc(N3CCOCC3)s2)C1 (centres undefined)	-3	-1	2	-1	-5	21	-7	6	2
Cc1cccc(-n2c(C)cc(/C=C3\NC(=O)NC3=O)c2C)c1	3	2	-3	1	0	25	-3	-10	·
Cn1c(=O)c(C#N)c(-c2ccccc2)n2cnnc12	2	0	-1	-4	-6	2	4	-13	1
CC(=O)c1ccc(NC(=S)Nc2cccc(S(=O)(=O)Nc3c(C)n(C)n(-c4ccccc4)c3=O)c2)cc1	4	3	-7	2	-5	21	-2	-10	-4
COc1cc2c(cc1OC)-c1cc(N3CCCc4ccccc43)nc(=O)n1CC2	-7	-4	-10	4	-6	1	-7	-40	123*
Cc1cc(C(=O)N2CCC(C(=O)O)CC2)c(C)o1	4	3	-3	-2	2	7	-9	-4	·
Cc1ccc(C2NC(=O)NC(O)(C(F)(F)F)C2C(=O)c2cccs2)o1 (centres undefined)	0	4	10	5	-10	-8	·	4	-1
O=C(/C=C/c1ccco1)Nc1ccc(CN2CCOCC2)cc1	6	3	-19	-1	-3	0	-1	-8	·
O=[N+]([O-])c1cccc(Cl)c1NCCNc1ncc(C(F)(F)F)cc1Cl	-3	-4	0	-5	3	2	-11	-6	3
Cc1ccc(NC(=O)C(OC(=O)c2ccc(O)cc2)c2ccccc2)cc1Cl (centres undefined)	7	0	3	0	-30	-2	-5	-8	3
COc1cc(-c2nnc(-c3cc(OC)c(OC)c(OC)c3)o2)cc(OC)c1OC	1	-2	-10	3	-9	6	-13	8	4
COc1ccc(/C=N/NC(=O)c2ccc(NC(=O)c3cccc([N+](=O)[O-])c3)cc2)c(OC)c1	7	-4	-10	-5	5	18	15	11	9
CC(=O)SC1CC(=O)N(c2ccc(C(C)(C)C)cc2)C1=O (centres undefined)	3	3	-9	1	1	18	-7	8	·
CC(C)CCCC(C)CCOC(=O)CN1CCCC1 (centres undefined)	0	-1	6	0	-5	15	-13	0	·
COc1ccc2cc(N=Cc3nc(-c4ccc(C)cc4)oc3O)cnc2c1	-5	-14	-4	-158	-6	59*	-17	-8	1
O=c1c2c(-c3cccs3)csc2ncn1-c1ccc(Br)cc1	-1	·	-33	-5	-9	-1	-13	1	0
N#CCC(=O)N/N=C/c1coc2ccccc2c1=O	6	-3	2	6	-9	81*	2	4	·
Cc1ccc(NC(=O)/C(C#N)=N/Nc2ccc(C(=O)O)cc2)c(C)c1	10	2	-24	0	3	21	·	26	·
O=C(N/N=C\c1ccc([N+](=O)[O-])s1)c1cncc(Br)c1	5	6	8	-6	-1	-1	-6	10	1
CC(=O)c1ccc(OCC(O)Cn2nnc3ccccc32)cc1 (centres undefined)	6	-1	6	-1	-2	0	36*	23	-4
Cc1ccc(C)c(S(=O)(=O)N/N=C/c2ccc(N3CCOCC3)cc2)c1	4	-2	-2	-7	-6	16	·	19	·
COc1ccc([N+](=O)[O-])cc1N(CC(=O)NCCC1=CCCCC1)S(C)(=O)=O	3	-1	10	0	-5	2	-5	3	-1
CCOC(=O)C(Cc1ccccc1)(NC(C)=O)C(=O)OCC	-1	-1	6	-1	7	6	-14	25	1
Cn1ncc([N+](=O)[O-])c1C(=O)Nc1ccn(Cc2ccccc2F)n1	-1	-1	2	2	-5	-1	-27	24	-3
CCn1c(SCC(=O)NCCc2ccccc2)nc2sc3c(c2c1=O)CCN(C)C3	3	6	-3	10	1	10	-11	-13	·
COc1cc(C2CC(=O)c3cnc(NC(=O)COc4ccccc4)nc3C2)cc(OC)c1OC (centres undefined)	1	-3	7	3	-6	2	-7	5	-2
CN(C)c1ccc(C(=O)N/N=C/c2cc(Br)cc(Br)c2O)cc1	5	8	3	35	-2	21	-5	13	·
Following part.
SMILES	p97 ATPase inh	Runt-CBFb FRET	NPY-Y2 PAM-ag	Runt-SMMHC FRET	RBBP9 inhibitor	Hck Nef HTS	MDM2 E3 inh	NPY-Y1 PAM-ag	NPY Y1 blocker
Cc1cccc(CSc2nc3sc(C)c(C)c3c(=O)n2Cc2ccco2)c1	-6	0	-25	0	-7	-23	-8	0	5
CC(=O)c1cccc(NC(=O)C=C(C)C)c1	1	0	9	0	-7	-1	-15	17	-5
CCN1/C(=C\c2ccc3cc(C)ccc3[n+]2CC)Sc2cc(C)c(C)cc21	-3	-41	3	-136	-24	24	-22	-32	9
CC/C=C/C(=O)N1CC2(CC(c3cccc(NC(=O)CC(c4ccccc4)c4ccccc4)c3)=NO2)C[C@@H]1C(N)=O (some centres undefined)	·	-3	·	-15	·	53*	16	·	·
CC(=O)Oc1c(Cl)cc(Cl)cc1/C=C/c1ccc2ccccc2n1	3	-254	18	-58	-1	-5	-9	-2	6
CC(C)(C)c1ccc(OCc2ccc(C(=O)N3CCOCC3)o2)cc1	-6	2	-14	-8	-8	17	0	-25	0
CN(C)C(=S)Nc1ccc(N2CCOCC2)cc1	7	0	-2	0	11	3	-10	8	·
CCCOC(=O)c1c(N)sc(C(=O)OCC)c1C	-2	-3	11	2	-3	6	-12	-12	8
O=C1S/C(=C/c2ccccc2F)C(=O)N1CCN=C1NS(=O)(=O)c2ccccc21	-1	-2	4	-3	-8	0	-15	13	-2
O=C(Cn1cc([N+](=O)[O-])cn1)Nc1ccccn1	5	-2	13	0	-3	0	-8	13	2

Next part (2 carried over from the part before).
SMILES	p97 ATPase inh	Runt-CBFb FRET	NPY-Y2 PAM-ag	Runt-SMMHC FRET	RBBP9 inhibitor	Hck Nef HTS	MDM2 E3 inh	NPY-Y1 PAM-ag	NPY Y1 blocker
O=C1S/C(=C/c2ccccc2F)C(=O)N1CCN=C1NS(=O)(=O)c2ccccc21	-1	-2	4	-3	-8	0	-15	13	-2
O=C(Cn1cc([N+](=O)[O-])cn1)Nc1ccccn1	5	-2	13	0	-3	0	-8	13	2
C=CCNC(=O)NC(=O)CSc1nnc(C(F)(F)F)n1C	2	0	-6	-1	-8	29	-14	-4	0
Cc1nc2ccc(-c3nc4cc(N)ccc4o3)cc2[nH]1	-2	-2	-4	0	-5	0	-49	19	-3
C/C(=N/Nc1cc(-c2ccccc2)nc(-c2ccccc2)n1)c1ccc(O)cc1	0	2	-3	3	-9	-2	-11	4	4
Cc1ccccc1C1c2[nH]c3ccccc3c2CCN1C(=O)c1ccc(=O)n(C)n1 (centres undefined)	1	0	-17	-1	-5	-6	-9	4	0
CC(OC(=O)C(C)N1C(=O)C2C3C=CC(C4CC34)C2C1=O)C(=O)c1ccccc1 (centres undefined)	9	-4	-8	-2	2	1	-4	-1	2
